# Source: PubChem BioAssay
# EBI2 block – antagonists of human EBI2 receptor | P32249 | EBI2 beta-arrestin recruitment, luminescence, 7a,25-OHC stimulated | inhibition, % at 5 µM | hit rate 0.81% among 360,000; in the data active = inhibition above about 38%;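 also: enzyme fragment complementation signal reports receptor beta-arrestin coupling in cells; 0% = agonist plus DMSO wells and 100% = wells without agonist; some results beyond the cut were filed as inactive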
# Target sequence (P32249 whole entry, looked up, the tested form may be a part): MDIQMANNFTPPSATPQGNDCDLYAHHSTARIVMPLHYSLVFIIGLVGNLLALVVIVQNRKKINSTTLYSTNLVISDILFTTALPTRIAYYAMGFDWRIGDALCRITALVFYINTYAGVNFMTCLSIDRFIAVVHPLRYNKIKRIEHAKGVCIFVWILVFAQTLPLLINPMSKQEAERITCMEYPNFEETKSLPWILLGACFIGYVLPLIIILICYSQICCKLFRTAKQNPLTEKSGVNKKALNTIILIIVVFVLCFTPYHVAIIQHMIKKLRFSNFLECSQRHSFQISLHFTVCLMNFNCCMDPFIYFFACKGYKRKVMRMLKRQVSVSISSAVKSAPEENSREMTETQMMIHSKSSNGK
# XBP1 UPR activ – adaptive UPR (XBP1) activation. CHO-XBP1 luciferase reporter, IRE1-XBP1 UPR activation, luminescence; percent of tunicamycin response, DMSO as zero. hit rate 0.33% among 330,000. activation, % at 20 µM;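 active = versus positive control, 20 µM dose yields 30% or more activation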;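 also: 100% = tunicamycin at 10 µg/mL and 0% = DMSO only wells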
#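 Material: CHO-XBP1 cells stably carrying IRE1-XBP1-driven luciferase reporter | Medium: F12 with 10% serum | Compound dosing: 20 µM single concentration, DMSO 1% | Incubation: Overnight seeding at 37 °C, 6 h compound treatment at 37 °C | Detection: Steady-Glo luminescence read | Read-out basis: % activation of reporter signal versus tunicamycin and DMSO controls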
# CCR6 antag – CCR6 (human) receptor antagonism; CHO-K1 CCR6 PathHunter beta-arrestin, luminescence, CCL20-stimulated; hit rate 0.49% among 340,000; inhibition, % at 20 µM;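 active = compounds whose inhibition of the agonist-driven luminescence signal at 20 µM reaches about 50%, limit read from the data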;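 also: cells stimulated with CCL20 at 14 nM final; plate controls were DMSO with CCL20 for no effect and DMSO without agonist for full effect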
# Target sequence (P51684 whole entry, looked up): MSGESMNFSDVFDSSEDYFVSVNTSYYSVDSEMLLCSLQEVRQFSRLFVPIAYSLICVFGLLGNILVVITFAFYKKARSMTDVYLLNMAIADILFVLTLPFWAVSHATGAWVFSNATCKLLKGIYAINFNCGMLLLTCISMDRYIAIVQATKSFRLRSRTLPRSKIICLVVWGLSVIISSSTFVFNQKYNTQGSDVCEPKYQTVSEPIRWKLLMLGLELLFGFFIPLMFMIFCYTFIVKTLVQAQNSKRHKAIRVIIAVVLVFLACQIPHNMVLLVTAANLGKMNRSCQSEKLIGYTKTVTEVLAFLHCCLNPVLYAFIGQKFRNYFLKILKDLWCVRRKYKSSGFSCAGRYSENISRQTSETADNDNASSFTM
# Mdm2-MdmX inh – human Mdm2/MdmX binding inhibition; inhibition, % at 8 µM; hit rate 3% among 330,000; O15151+Q00987; SaOS-2 split-luciferase Mdm2/MdmX complementation, luminescence;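 active = inhibition of at least 50% at 8 µM in the primary screen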
# CXCR6 block – blocks human CXCR6 beta-arrestin recruitment | CHO-K1 PathHunter CXCR6 beta-arrestin, luminescence | inhibition, % at 20 µM | hit rate 0.36% among 360,000 | AID 602244; in the data active = inhibition above about 34%, passing the limit was not always enough;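 also: antagonist mode with CXCL16 agonist at 10 nM final; 0% = 10 nM CXCL16 with DMSO and 100% = unstimulated wells without agonist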
# Target sequence (O00574 whole entry, looked up): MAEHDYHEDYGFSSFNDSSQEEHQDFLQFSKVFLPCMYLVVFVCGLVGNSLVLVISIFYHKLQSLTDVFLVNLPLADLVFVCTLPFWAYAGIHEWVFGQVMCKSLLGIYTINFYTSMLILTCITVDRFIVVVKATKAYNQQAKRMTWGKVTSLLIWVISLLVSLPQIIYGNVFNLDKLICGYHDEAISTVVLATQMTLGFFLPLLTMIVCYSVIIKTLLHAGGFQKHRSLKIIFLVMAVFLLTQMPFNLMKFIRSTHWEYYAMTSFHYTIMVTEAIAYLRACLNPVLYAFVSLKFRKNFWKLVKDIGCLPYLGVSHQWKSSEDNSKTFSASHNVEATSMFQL
# 697 NFkB inh – lowers PMA/ionomycin-induced NF-kB signal in 697 B cells | AID 435022 | hit rate 0.33% among 330,000 | 697 B-cell NF-kB luciferase reporter, 16 h | inhibition, % at 4 µM; in the data active = inhibition above about 35%
# Gli-Sufu block – Gli-Sufu pathway antagonism | Sufu-KO-LIGHT fibroblasts, Gli luciferase reporter luminescence | hit rate 0.74% among 340,000 | inhibition, % at 5 µM;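 active = inhibition above about 55%, limit read from the data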;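 also: 0% = DMSO-treated cells and 100% = wells with medium but no cells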
# Jurkat NFkB inh – lowers PMA/ionomycin-induced NF-kB signal in Jurkat cells. PMA/ionomycin-induced NF-kB luciferase reporter, luminescence. inhibition, % at 4 µM. hit rate 0.53% among 330,000; in the data active = inhibition above about 50%
# CHOP UPR activ – activators of apoptotic arm of unfolded protein response (CHOP); AID 449763; CHO-CHOP luciferase reporter, UPR activation, luminescence; percent of tunicamycin response over DMSO baseline; hit rate 0.34% among 330,000; activation, % at 10 µM;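 active = at 10 µM dose, activation of 40% or more, normalized to positive control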;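 also: 100% = tunicamycin at 10 µg/mL and 0% = DMSO alone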
#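 Assay system: CHO cells with stable CHOP pathway luciferase reporter; Buffer or medium: F12 plus 10% serum; Times: 16-18 h cell attachment, then 6 h compound exposure, 37 °C; Signal: luciferase luminescence; Read-out basis: percent activation relative to tunicamycin control; Control set: tunicamycin high control, DMSO low control.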
# * = called active by the depositor; . = not tested or not shown. Compounds were not picked by outcome. About 5% of those tested had a hit in this group.
SMILES,EBI2 block,XBP1 UPR activ,CCR6 antag,Mdm2-MdmX inh,CXCR6 block,697 NFkB inh,Gli-Sufu block,Jurkat NFkB inh,CHOP UPR activ
CC1Oc2ccccc2N(Cc2ccccc2F)C1=O (stereo not drawn),.,-1,.,-12,.,16,.,7,0.7
O=C1CCCCN1CC(=O)N1CCCC(N2CCN(c3ccccc3F)CC2)C1 (stereo not drawn),7,-6,8,10,-7,15,-1,10,-2.1
COc1ccc(Cc2nnc(SCC(=O)c3c(N)n(C4CC4)c(=O)[nH]c3=O)o2)cc1,2,2,6,-17,-9,9,6,-8,-0.5
Cc1cc(NC(=O)CN2C(=O)NC3(CCC(C)CC3)C2=O)no1 (stereo not drawn),-8,.,1,.,1,.,1,.,.
O=C(Nc1cccc(Cl)c1)Nc1cccc(Cl)c1,-2,5,-11,6,-6,-29,-4,-13,16
CCc1ccc(CNCCNC(=O)c2ccco2)cc1,13,.,1,.,4,.,-4,.,.
CCOC(=O)CNC(=O)CSc1nnc(-c2ccco2)n1N,0,-3,1,-8,6,-16,-2,-8,0.0
O=[N+]([O-])c1ccc(F)cc1Oc1nc(-c2cccnc2)nc2ccccc12,-20,2,4,27,0,-4,-4,3,-1.2
CC(=O)CSc1nnc(-c2ccc(S(=O)(=O)N3CCC(C)CC3)cc2)o1,-11,-1,-16,15,-1,4,-1,-7,1.4
C=C(C)CC(NCc1ccco1)c1ccc(OC)cc1 (stereo not drawn),-2,-4,28,3,1,-4,.,-2,0.8
O=C(CC(SCCO)c1ccc2c(c1)OCO2)c1ccco1 (stereo not drawn),-11,3,10,-26,-1,-4,-6,-22,2.5
O=C(N/N=C/c1ccccc1F)c1csc2c1CCCC2,6,-3,15,-150,-3,-169,-84,-94,-0.9
COc1cc(CCNC2=CC(=O)c3ncccc3C2=O)ccc1O,-42,.,7,.,-7,.,18,.,.
CN(C)C(CNC(=O)c1ccc2nccnc2c1)c1ccco1 (stereo not drawn),-13,2,3,-18,2,-2,-2,9,2.2
Cc1ccccc1CN(C)C(C)C(=O)Nc1ccccc1F (stereo not drawn),14,1,16,1,17,1,9,-9,-0.7
NS(=O)(=O)c1ccc(CCNC(=O)COC(=O)/C=C/c2ccccc2Cl)cc1,-6,-4,6,-13,-6,18,9,4,0.4
Cc1nc2ccc(-n3ccc(=O)cc3)cc2s1,1,1,-6,31,0,9,0,1,0.3
Cc1ccc(NC(=O)CSCC(=O)NCCc2ccccc2)c(C)c1,-7,-1,-7,9,2,2,-3,-3,0.3
COc1ccc(NC(=O)CN(C)C(=O)c2cc3c(cc2Cl)N2CCCCCC2=NS3(=O)=O)cc1,-8,-1,1,-11,-5,17,17,-7,-0.8
Cn1cc(CN2CCC(n3nccc3NC(=O)CCOc3ccccc3)CC2)cn1,-2,-2,10,-1,6,-11,-14,-4,-0.9
Cc1ccc2nc(NC(=O)c3ccc4c(c3)OCO4)sc2c1,-1,3,8,-119,1,-230,-101,-152,5.3
CC1(C)C(=O)Nc2ccccc2N1C(=O)COC(=O)CNS(=O)(=O)c1ccc(F)c(F)c1F,-10,-1,9,15,2,16,-18,16,0.4
O=C(NC1CCC(NC(=O)C(F)(F)C(F)F)CC1)C(F)(F)C(F)F (stereo not drawn),-3,0,-2,15,1,12,-9,3,-1.7
O=C1CNC(=S)N1Cc1ccc(F)cc1,-7,-2,-1,2,-3,-11,-4,-3,-0.8
CN(/C=C/C(=C\C=[N+](C)c1ccccc1)OCCCS(=O)(=O)[O-])c1ccccc1,1,1,18,-16,-3,14,-4,-4,1.0
SMILES,EBI2 block,XBP1 UPR activ,CCR6 antag,Mdm2-MdmX inh,CXCR6 block,697 NFkB inh,Gli-Sufu block,Jurkat NFkB inh,CHOP UPR activ
O=C(NCc1ccc(F)cc1)N1CCc2ccccc2C1,-2,1,24,8,-2,-3,14,-15,1.4
CCCCN1C(=O)C(=O)N(CC(=O)Nc2sc(CC)cc2C(=O)OCC)C1=O,-5,-2,11,-9,-6,2,-15,0,-2.7
[O-][n+]1onc2c1CCC1N(O)C(c3ccccc3)CC21O (stereo not drawn),4,0,8,22,7,14,-7,9,0.0
CC1CCN(CC(=O)Nc2ccccc2-c2ccccc2)CC1,12,1,12,14,-4,-27,2,-25,0.2
C(=C\c1ccccc1)/C=N/Nc1nc(N2CCOCC2)nc(N2CCOCC2)n1,-14,-5,13,22,-6,8,-2,6,-0.1
Brc1ccc(-c2nn3c(-c4ccccn4)nnc3s2)o1,-12,2,11,-13,2,22,-6,4,3.1
CCOC(=O)c1ccccc1NC(=O)C1COc2ccccc2O1 (stereo not drawn),20,6,19,-12,1,1,0,5,6.2
COc1cc(NC(=O)NC2Cc3ccccc3C2)cc(OC)c1,8,-1,3,10,1,-4,-12,-31,1.9
O=C(c1cccn2c(=O)c3cc4ccccc4cc3nc12)N1CCN(c2ccccc2)CC1,.,26,.,18,.,-9,.,-26,6.3
O=C(NC1CC2CCCC(C1)N2C(=S)Nc1ccc(Cl)cc1)C1CC1 (stereo not drawn),1,-6,4,15,9,3,20,28,0.2
COC(=O)N/N=C/c1cn(Cc2ccc(Cl)cc2Cl)c2ccccc12,-9,-1,11,14,-6,3,10,8,-0.4
COc1ccccc1CN1CC(C(=O)NCc2cc(F)cc(C(F)(F)F)c2)CCC1=O (stereo not drawn),-7,-2,1,-14,-5,10,5,7,2.8
CCCn1c(=O)c(C(=O)Nc2ccccc2C(=O)OC)c(O)c2ccccc21,-7,0,-4,11,-3,6,0,-3,3.0
COc1ccc(C(=O)NCCN2CCN(C(=O)c3ccc(OC)c(OC)c3)CC2)cc1OC,4,-5,10,-9,-4,14,-16,-6,0.7
COc1ccccc1Cn1c(=O)c2ccccc2n2c(Sc3ncnc4sccc34)nnc12,-9,6,11,76*,7,35*,5,14,4.5
CC(=O)Nc1ccc(S(=O)(=O)N2CCN=C2c2ccccc2)cc1,1,-3,12,12,2,6,6,0,1.8
COc1ccc(CN(C)C(C)C(=O)Nc2ccc(S(=O)(=O)N3CCCCC3)cc2)c(OC)c1 (stereo not drawn),10,-3,19,-9,11,12,15,-5,-1.3
O=C(NCC1CCCO1)c1cn(-c2ccccc2)nc1-c1ccc(F)cc1 (stereo not drawn),-1,-2,9,24,5,2,0,-11,-1.1
Cc1cc(C(F)(F)F)c(C#N)c(SCC(=O)NC(C)(C)C)n1,-5,-1,4,22,3,-2,6,-4,-2.1
O=C(Cn1ccc2ccccc2c1=O)NCCC(=O)N1CCN(C2CCCCC2)CC1,-7,-1,9,3,-2,17,-4,-6,0.1
CCOc1nc2cnccc2n(CC(=O)Nc2c(C)cccc2CC)c1=O,-7,1,3,5,-1,9,6,-7,-1.2
CC1(C)CCCC(C)(C)N1CC(O)COCCOc1ccc(Br)cc1 (stereo not drawn),-13,-1,9,8,3,12,16,13,-1.0
COCCCNC(=S)N1CCC(NC(=O)c2ccco2)CC1,-9,-2,-1,16,4,14,2,-21,1.2
CCOc1ccc(S(=O)(=O)NCCC(=O)NC2CCN(Cc3ccccc3)CC2)cc1,0,0,4,-20,7,-4,14,9,0.8
COc1ccc(NC(=O)c2cc(-c3ccc(C)c(C)c3O)n[nH]2)cc1Cl,10,3,-1,33,2,-13,25,-5,3.2

# Gathered by group, the compounds so far containing two or more sulfur atoms (two)
SMILES,EBI2 block,XBP1 UPR activ,CCR6 antag,Mdm2-MdmX inh,CXCR6 block,697 NFkB inh,Gli-Sufu block,Jurkat NFkB inh,CHOP UPR activ
CC(=O)CSc1nnc(-c2ccc(S(=O)(=O)N3CCC(C)CC3)cc2)o1,-11,-1,-16,15,-1,4,-1,-7,1.4
COc1ccccc1Cn1c(=O)c2ccccc2n2c(Sc3ncnc4sccc34)nnc12,-9,6,11,76*,7,35*,5,14,4.5

# Additional records.
SMILES,EBI2 block,XBP1 UPR activ,CCR6 antag,Mdm2-MdmX inh,CXCR6 block,697 NFkB inh,Gli-Sufu block,Jurkat NFkB inh,CHOP UPR activ
CCOC(=O)c1c(C)oc2cc(Br)c(OC(C)C(=O)OCC)cc12 (stereo not drawn),15,-3,12,20,3,4,7,2,0.4
O=C1c2ccccc2C(=O)N1C1CCCCC1,-14,0,4,16,9,-15,-10,-3,7.1
Cc1cc(C)n(-c2nc(-c3ccccc3)cs2)n1,21,2,7,-24,-2,-73,-24,-63,5.2
CCOc1ccc2ccccc2c1/C=N/n1cncn1,-11,-1,7,20,-7,-14,1,-11,-1.8
COc1cccc(C(=O)NC2C(=O)N3C(C(=O)O)=C(COC(C)=O)CSC23)c1 (stereo not drawn),-15,-1,2,24,10,-2,3,-4,0.9
CCCCCCn1cc(C(=O)O)c(=O)c2cc(F)c(N3CCCCC3)cc21,-5,0,38,3,5,-126,46,-50,-0.3
O=C(NCC1CCCO1)c1c(O)c2cccc3c2n(c1=O)CCC3 (stereo not drawn),4,4,20,84*,20,6,2,8,0.3
CCOC(=O)COc1cc(Br)c(C2NC(=O)NC(C)=C2C(C)=O)cc1OCC (stereo not drawn),-6,-2,8,-14,11,-1,0,-5,-1.5
CC(C)=C1C(=O)NN(c2ccc(C)c(Cl)c2)C1=O,-6,.,8,.,-6,.,8,.,.
O=C(CSc1nc2ccccc2c(=O)[nH]1)N1CCN(c2ccccc2F)CC1,-4,1,2,24,7,2,5,-10,-2.2
O=C(NCc1ccccc1)C1CCN(S(=O)(=O)N2CCOCC2)CC1,-1,0,-1,15,3,41*,3,-5,0.5
Cc1cc(C(=O)N/N=C/c2ccc([N+](=O)[O-])cc2)c2ccccc2n1,-7,-2,-7,50,-3,-70,-2,38,-1.2
CC(=O)Nc1ccc(OC(=O)N2CCCC2)cc1,-2,-1,17,-26,1,-29,-10,-2,-0.7
Cc1c(C)c2ccc(OCC(=O)Nc3nccs3)cc2oc1=O,0,-10,0,-120,2,5,-35,-25,-6.7
CCC(C(=O)NCc1ccco1)N(C(=O)CNS(=O)(=O)c1ccccc1)c1ccc(F)cc1 (stereo not drawn),-1,1,-5,-9,-2,8,-1,11,1.4
Cn1nc(C(C)(C)C)cc1C(=O)NNC(=O)c1cccc(Cl)c1,0,-4,-4,-13,-6,-4,5,7,0.9
S=c1[nH]nc(-c2ccc(Cl)cc2Cl)n1-c1ccc(Cl)cc1,6,-4,-1,-8,-3,-24,9,-10,4.4
COc1ccc(C(=O)OCC(=O)Nc2ccc3[nH]c(=O)[nH]c3c2)cc1,-7,-2,12,-3,1,14,-5,4,3.6
O=C(c1ccc(-n2cncn2)c([N+](=O)[O-])c1)N1CCN(S(=O)(=O)c2ccccc2F)CC1,8,1,-16,7,-9,-1,0,-2,0.2
COc1ccc(-c2cnn3c4c(c(C)nc23)CCN4C2CCCC2)cc1OC,-5,10,0,24,12,-5,-24,-5,2.3
COc1cc(/C=C2\SC(=S)N(C(Cc3ccccc3)C(=O)O)C2=O)ccc1O (stereo not drawn),-7,-1,30,4,26,-2,2,-10,0.2

# Structural class, the compounds so far with bromine (4)
SMILES,EBI2 block,XBP1 UPR activ,CCR6 antag,Mdm2-MdmX inh,CXCR6 block,697 NFkB inh,Gli-Sufu block,Jurkat NFkB inh,CHOP UPR activ
Brc1ccc(-c2nn3c(-c4ccccn4)nnc3s2)o1,-12,2,11,-13,2,22,-6,4,3.1
CC1(C)CCCC(C)(C)N1CC(O)COCCOc1ccc(Br)cc1 (stereo not drawn),-13,-1,9,8,3,12,16,13,-1.0
CCOC(=O)c1c(C)oc2cc(Br)c(OC(C)C(=O)OCC)cc12 (stereo not drawn),15,-3,12,20,3,4,7,2,0.4
CCOC(=O)COc1cc(Br)c(C2NC(=O)NC(C)=C2C(C)=O)cc1OCC (stereo not drawn),-6,-2,8,-14,11,-1,0,-5,-1.5
